Compound activity: PubChem, several laboratories
TRPC6 inhibitor: blocks the mouse TRPC6 cation channel; HEK293-TRPC6, membrane potential dye, ACh-evoked depolarization; active compounds read low; B-score at 10 µM; 1.1% of 310,000 active; AID 2553;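 active = B-score under library mean minus 3 SD, initial fluorescence not abnormally high, positive integrated signal ratio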;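 note: B-score derived from integrated fluorescence ratio over the kinetic read; more negative B-score means stronger inhibition of depolarization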
Target sequence (Q61143 whole entry, looked up): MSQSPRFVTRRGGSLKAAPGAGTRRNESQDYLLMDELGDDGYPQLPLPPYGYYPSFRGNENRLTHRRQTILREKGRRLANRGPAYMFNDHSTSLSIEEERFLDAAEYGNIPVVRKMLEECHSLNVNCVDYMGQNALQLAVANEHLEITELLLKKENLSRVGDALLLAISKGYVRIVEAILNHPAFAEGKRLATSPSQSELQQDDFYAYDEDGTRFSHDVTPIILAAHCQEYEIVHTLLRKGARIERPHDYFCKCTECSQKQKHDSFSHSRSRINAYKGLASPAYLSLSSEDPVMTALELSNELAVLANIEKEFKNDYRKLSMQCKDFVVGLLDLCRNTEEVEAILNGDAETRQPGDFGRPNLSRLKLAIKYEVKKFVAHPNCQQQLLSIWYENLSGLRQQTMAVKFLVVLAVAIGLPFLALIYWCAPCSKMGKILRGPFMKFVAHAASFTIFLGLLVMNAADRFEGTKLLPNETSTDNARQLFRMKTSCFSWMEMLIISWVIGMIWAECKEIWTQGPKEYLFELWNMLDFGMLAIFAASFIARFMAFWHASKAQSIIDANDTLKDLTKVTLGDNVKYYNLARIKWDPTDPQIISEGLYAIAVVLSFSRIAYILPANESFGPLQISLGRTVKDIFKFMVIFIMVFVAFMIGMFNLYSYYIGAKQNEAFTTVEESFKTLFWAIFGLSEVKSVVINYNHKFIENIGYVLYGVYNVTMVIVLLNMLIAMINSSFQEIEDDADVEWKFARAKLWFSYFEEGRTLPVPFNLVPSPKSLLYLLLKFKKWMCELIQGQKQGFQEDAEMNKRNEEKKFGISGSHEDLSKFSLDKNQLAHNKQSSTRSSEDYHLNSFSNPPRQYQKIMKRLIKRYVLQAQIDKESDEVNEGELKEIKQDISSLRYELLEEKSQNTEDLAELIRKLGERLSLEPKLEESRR
IEC-6 cytotox: IEC-6 cytotoxicity, counter-screen for KLF5 inhibitors | luminescence viability | inhibition, % at 5 µM | 0.78% of 290,000 active; in the data active = inhibition above about 22%;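 note: 0% = plate median of test compound wells and 100% = cytotoxic reference compound wells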
TRPC4 potent: TRPC4 (mouse) allosteric potentiation; HEK293 TRPC4beta/mu-opioid, DAMGO EC20, Fluo-4 Ca2+ flux; active compounds read high; B-score at 10 µM; 0.42% of 310,000 active;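 active = B-score of calcium response area above 5 SD of library B-scores, with initial fluorescence ratio within 5 SD of library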;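 note: B-score of integrated fluorescence ratio over time as area under calcium response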
SKKanGAS inh: SKKanGAS growth inhibition; AID 1662; inhibition, % at 7.5 µM; 1.3% of 300,000 active; S. pyogenes SKKanGAS, kanamycin growth, BacTiter-Glo, 6 h;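 active = mean replicate score, as percent of positive control median, at least 50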;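 note: strain carries kanamycin resistance gene driven by streptokinase promoter and grows in 40 µg/ml kanamycin; loss of luminescence reflects streptokinase promoter inhibition or plain growth inhibition; 0% = median of DMSO wells and 100% = positive control at its reference dose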
MrgX1 antag: antagonists of human MrgX1 receptor | MRGX1-HEK293 calcium flux, Fluo-4, BAM8-22 antagonism; active compounds read low | B-score at 10 µM | 1.3% of 310,000 active;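 active = calcium-response B-score plate-corrected more than 3 library SD below zero, starting fluorescence within 5 deviations, no agonist response on first addition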;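 note: peak minus trough fluorescence over baseline after final BAM8-22 challenge near maximal dose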
TRPC4 act: activators of mouse TRPC4 channel. Q9QUQ5. 0.49% of 310,000 active. AID 2237. HEK293 TRPC4beta/mu-opioid, Fluo4 calcium fluorescence; active compounds read high. B-score at 10 µM;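 active = B-score above 5 SD of library B-scores, and initial fluorescence ratio not above library mean plus 5 SD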;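 note: positive B-score marks a calcium rise read as TRPC4 activation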
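System – HEK293 cells stably co-expressing mouse TRPC4beta and mu-opioid receptor · Signal – Fluo4 calcium-sensitive dye fluorescence, kinetic, 1 Hz baseline · Benchmarks – buffer (low) and maximal DAMGO (high) · Read-out – B score of integrated fluorescence ratio per well · Incubation – dye loading 45 min room temperature, 110 s kinetic read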
TRPC6 activator: activators of mouse TRPC6 channel; Q61143; HEK293-TRPC6 membrane potential dye fluorescence; active compounds read high; AID 2550; 0.13% of 310,000 active; B-score at 10 µM;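 active = B-score of the integrated fluorescence ratio above library mean plus 3 SD, and starting fluorescence ratio within library mean plus 5 SD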;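 note: higher score means more depolarization so channel activation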
TRPC4 block: inhibitors of mouse TRPC4 channel; HEK293 TRPC4beta/mu-opioid, DAMGO-evoked Fluo4 calcium flux; active compounds read low; B-score at 10 µM; 0.39% of 300,000 active;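 active = B-score over 3 SD under the library average, no early fluorescence shift, positive overall ratio signal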
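Material: HEK293 cells with stable TRPC4beta plus mu-opioid receptor expression; probe or stimulus: DAMGO in two steps, submaximal then maximal; technique: Fluo4 calcium fluorescence by kinetic imaging, 5 s 1 Hz baseline; measure: integrated fluorescence ratio relative to baseline, converted to per-well B score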
aSyn 5UTR inh: MLPCN primary screen, SNCA 5' untranslated region; alpha-synuclein 5'UTR reporter, inhibitor activity; inhibition, % (tested at 7.5 µM); 0.82% of 300,000 active; AID 1813; in the data active = inhibition above about 60%;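 note: H4 neuroglioblastoma cells stably carrying SNCA 5'UTR luciferase fusion; 0% = DMSO wells and 100% = positive control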
HIF act: HIF pathway transcriptional activation | activation, % at 7.5 µM (by protocol) | U2OS HRE-luciferase reporter, luminescence; normalized: DMSO 0%, desferrioxamine 100% | 0.32% of 300,000 active | AID 1910;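 active = mean activation of at least 10% of the iron chelator positive control signal, with at least half of replicates also reaching 10%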
KLF5 inh: suppresses KLF5 promoter-driven expression. DLD-1 KLF5 promoter-luciferase reporter, luminescence. AID 1700. inhibition, % at 5 µM. 0.23% of 290,000 active;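 active = inhibition above a per-plate limit of that plate's mean compound inhibition plus 3 SD, cut at about 60% in these data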;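 note: 0% = DMSO wells and 100% = LY294002 at 200 µM; higher means less KLF5 promoter-driven luciferase light; inactives centre near -14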
Active calls of the source: *; i = inactive; · = not tested or not shown; & = joins results of further samples.

SMILES	TRPC6 inhibitor	IEC-6 cytotox	TRPC4 potent	SKKanGAS inh	MrgX1 antag	TRPC4 act	TRPC6 activator	TRPC4 block	aSyn 5UTR inh	HIF act	KLF5 inh
CCN(CC)CCCNC(=O)Cc1c(C(=O)O)n(C)c2ccccc12	i	-5	i	-1	i	i	i	i	-1	-1.5	-11
COc1ccc2ccccc2c1CN1CCN(C(=O)c2ccco2)CC1	i	-5	i	3	i	i	i	i	29	-0.2	-37
COc1ccc(CCNC(=O)Cn2cnc3c2c(=O)n(C)c(=O)n3C)cc1OC	i	2	i	7	i	i	i	i	-2	-1.2	-27
O=C1CCc2cc(NS(=O)(=O)c3ccc(F)cc3)cc3c2N1CC3	i	·	i	-4	i	i	i	i	20	-1.1	·
CCOC(=O)c1c(C)nc2sc3c(=O)n(-c4ccc(OC)cc4)nnc3c2c1-c1ccc(OC)cc1	i	-3	i	4	i	i	i	i	25	0.3	-40
COC(=O)CCn1[nH]c(=O)c2ccccc2c1=O	i	5	i	-8	i	i	i	i	4	-0.4	-2
CCOCCCNC(=S)N1CCCN(c2nc3c(C)c(C)ccc3cc2C#N)CC1	i	11	i	9	·	i	i	i	-6	0.3	-31
CCOc1cc(CNS(=O)(=O)c2cn(C)cn2)cc(OCC)c1OCC	i	-6	i	-13	i	i	i	i	-13	0.3	-30
COc1ccc(NC(=O)c2oc3ccc(S(=O)(=O)N4CCC5(CC4)OCCO5)cc3c2C)cc1	i	3	i	7	i	i	i	i	-44	0.4	-12
CN1CCN(C(=S)c2cn(Cc3ccc(Br)cc3)c3ccccc23)CC1	i	10	i	5	i	i	i	i	·	·	-6
CCCc1ccc(OCc2ccc(C(=O)N3CCN(c4ccccn4)CC3)o2)c(OC)c1	i	-1	i	-11	i	i	i	i	-2	0.2	-20
O=C1N=C(N2CCCC2)S/C1=C\C=C\c1ccccc1	i	6	i	4	i	i	i	i	-24	-0.2	-119
COc1cccc(CSc2nnc(C(F)(F)F)n2Cc2ccc(F)cc2)c1	i	-7	i	-11	i	i	i	i	-19	-0.2	0
CCCCn1c(C(C)NC(=O)CC)nc2ccccc21 (stereo unspecified)	i	-1	i	-2	i	i	i	i	18	-0.4	8
Cc1c(C(=O)NN)sc(=S)n1C	i	5	i	-8	i	i	i	i	-36	-0.8	0
CN(c1ccccc1)S(=O)(=O)c1cc(C(=O)OCC(N)=O)ccc1Cl	i	-4	i	13	i	i	i	i	-85	0.8	10
CSc1nc(N)nc(-c2cccs2)c1C#N	i	0	i	1	i	i	i	i	15	-0.2	-7
c1ccc(SCc2nc(-c3ccccn3)no2)cc1	i	-2	i	-5	i	i	i	i	-146	2.1	-126
COc1ccccc1NC(=O)Nc1cccc(NC(C)=O)c1	i	-5	i	-2	i	i	i	i	6	0.4	-18
CC1Cc2cc(S(=O)(=O)N3CCN(C)CC3)ccc2N1C(=O)C1CC1 (stereo unspecified)	i	5	i	11	i	i	i	i	25	-0.2	-3

Of the compounds above, these have two or more sulfur atoms.
SMILES	TRPC6 inhibitor	IEC-6 cytotox	TRPC4 potent	SKKanGAS inh	MrgX1 antag	TRPC4 act	TRPC6 activator	TRPC4 block	aSyn 5UTR inh	HIF act	KLF5 inh
Cc1c(C(=O)NN)sc(=S)n1C	i	5	i	-8	i	i	i	i	-36	-0.8	0
CSc1nc(N)nc(-c2cccs2)c1C#N	i	0	i	1	i	i	i	i	15	-0.2	-7

(list continues)
SMILES	TRPC6 inhibitor	IEC-6 cytotox	TRPC4 potent	SKKanGAS inh	MrgX1 antag	TRPC4 act	TRPC6 activator	TRPC4 block	aSyn 5UTR inh	HIF act	KLF5 inh
CN(C)S(=O)(=O)c1cccc(C(=O)OCC(=O)Nc2sccc2C(N)=O)c1	i	8	i	-8	-5*	i	i	i	3	-0.8	0
Cc1cccc(N2CCN(C(=O)c3ccc(CS(=O)(=O)c4ccccc4C)o3)CC2C)c1 (stereo unspecified)	i	76*	i	3	i	i	i	i	97*	-0.2	89*
O=C(COc1ccccc1)Nc1ccc(S(=O)(=O)N2CCOCC2)cc1	i	-4	i	-4	i	i	i	i	4	-0.3	-22
Cc1cccc(C(=O)NNC(=O)c2ccc(Cl)cc2)c1O	i	-4	i	6	i	i	i	i	-141	1.5	-95
COc1ccc(S(=O)(=O)N2CCC(C(=O)NCc3ccncc3)CC2)cc1OC	i	8	i	2	i	i	i	i	10	-0.3	1
Cc1[nH]nc2c1C(c1ccsc1C)C(C#N)=C(N)O2 (stereo unspecified)	i	-4	i	0	i	i	i	i	7	0.2	-18
COc1cc(Cl)cc(C2NC(=O)NC(C)=C2C(C)=O)c1OCC(=O)O (stereo unspecified)	i	-2	i	4	i	i	i	i	2	0.0	-6
COC1Cc2ccccc2N(C(N)=O)c2ccccc21 (stereo unspecified)	i	·	i	6	i	i	i	i	14	-0.1	·
N#CC(c1nc2ccccc2nc1N1CCOCC1)S(=O)(=O)c1ccccc1 (stereo unspecified)	i	1	i	13	i	i	i	i	·	·	1
CS(=O)(=O)N(CCC#N)Cc1ccc(/C=C2\C(=O)Nc3ccccc32)o1	i	-3	i	-3	i	i	i	i	-7	0.9	-24
O=C(Oc1cc(=O)oc2ccccc12)c1ccco1	i	-1	i	12	i	i	i	i	-7	0.3	-21
CCn1c(SCc2ccc(C)cc2)nnc1-c1cnccn1	i	4	i	·	i	i	i	i	9	0.2	-12
COc1ccc(NC(=O)c2ccco2)cc1NC(=O)c1cccc(OC(C)C)c1	i	-1	i	-8	i	i	i	i	27	-0.1	-28
COc1cccc(N2CN(C3CCCCC3)CNC2=S)c1	i	-7	i	-2	i	i	i	i	·	·	-14
Cc1ccc(-c2nc(NCC3CCCO3)sc2C)cc1 (stereo unspecified)	i	-3	i	10	i	i	i	i	-94	2.7	-42
O=C(COC(=O)CSc1ccc(Br)cc1)NCc1ccco1	i	·	i	-13	i	i	i	i	1	0.0	·
O=C(COC(=O)/C=C/c1ccccc1Cl)NC(=O)Cc1ccccc1	i	9	i	0	i	i	i	i	2	0.6	-3
CCCOc1cccc(OCCSc2nc(C)cc(=O)[nH]2)c1	i	-6	i	-6	i	i	i	i	-32	0.7	-35
O=C(Nc1ccc(N2CCN(C(=O)c3cccs3)CC2)cc1)c1cccc(F)c1	i	5	i	-3	i	i	i	i	-7	4.6	-1
Cn1c(N)c(C(=O)COC(=O)c2cc(S(=O)(=O)N3CCCCC3)ccc2Cl)c(=O)n(C)c1=O	i	3	i	-2	i	i	i	i	-30	-0.5	-24
Cc1cc(C(=O)OCC(N)=O)c(C)n1-c1ccccc1	i	2	i	3	i	i	i	i	15	1.4	-37
COc1ccc(C=C2c3ccccc3C(=O)c3ccccc32)c(OC)c1	i	87*	i	-5	i	i	i	i	98*	1.0	61
CC(=O)c1ccc(OC(=O)COc2ccccc2)cc1	i	3	i	6	i	i	i	i	7	0.7	-8
CCN(CC)Cc1cc(C(=O)O)c(-c2ccccc2)o1	i	-7	i	-4	i	i	i	i	-23	-1.4	-24
O=C(CSC1=NCCN1)NC(c1ccccc1)c1ccccc1	i	11	i	-3	i	i	i	i	-46	0.9	-17
CCc1ccc2oc(C(=O)NCCc3ccc(S(N)(=O)=O)cc3)cc(=O)c2c1	i	7	i	12	i	i	i	i	0	0.8	-29
Cc1ccc(CN2CCN(CC(=O)NCCCN3CCN(c4ccc(F)cc4)CC3)C2=O)cc1	i	-1	i	-15	i	i	i	i	27	-0.1	-17
Cc1csc(OCC(=O)Nc2ccc(C)c(C)c2)n1	i	-4	i	-2	i	i	i	i	-12	0.2	-6
N#CC(C(=O)OCc1ccccc1)c1nc2ccccc2nc1N1CCOCC1 (stereo unspecified)	i	-2	i	23	i	i	i	i	24	-0.4	-34
Cc1cccc(C)c1N(CC(=O)Nc1cc(Cl)ccc1Oc1ccccc1)S(C)(=O)=O	i	-4	i	17	i	i	i	i	15	0.1	7
Cc1ccc(C(=O)Nc2c(C(=O)N3CCOCC3)cnn2-c2ccccc2)cc1	i	5	i	5	i	i	i	i	-3	-0.2	-19
NC(=O)N1c2ccccc2CC(=O)c2ccccc21	i	-2&-8	i	-4	i	i	i	i	-21	0.3	-19&-9
C#CCOc1c(Br)cc(/C=N\NC(=O)CN2CCOCC2)cc1OCC	i	0	i	-4	i	i	i	i	0	0.0	-11
COC(Cn1cc(C)c(=O)[nH]c1=O)OC	i	-4	i	2	i	i	i	i	12	-0.3	-23
CNc1nc(C)c(C#N)c(-c2ccccc2)c1C(C)=O	i	-4	i	-11	i	i	i	i	9	-0.2	-19
CCc1nnc(NC(=O)c2ccc(S(C)(=O)=O)cc2)s1	i	0	i	-3	i	i	i	i	-53	0.8	-5
CN1CCN(CC(O)COCCOc2ccc(Br)cc2)CC1 (stereo unspecified)	i	-1	i	-5	i	i	i	i	4	-0.8	-27
C/C(=N\NC(=O)c1nnn(-c2nonc2N)c1CN(C)c1ccccc1)c1ccccc1O	i	51*	i	50*	i	i	i	i	43	0.1	37
COc1cccc(CNCC(=O)N2C(C)CCCC2C)c1 (stereo unspecified)	i	-9	i	-3	i	i	i	·	-18	-0.1	-5
Cc1ccc(Nc2c([N+](=O)[O-])ccc3c2=NC2(CCCCC2)N=3)cc1	i	-2	i	7	i	i	i	i	-68	0.5	-62
Cc1cc(C)n2nc(C(=O)N3CCOCC3)nc2n1	i	-5	i	4	i	i	i	i	-18	0.0	-20
O=C(Nc1ccc(Cl)cc1)NC1(C(=O)NCCCN2CCOCC2)CCCCC1	i	-6	i	9	i	i	i	i	9	-0.1	-11
CCOC(=O)N1CCN(C(=O)C(C)SCc2ccccc2)CC1 (stereo unspecified)	i	-8	i	0	i	i	i	i	14	0.0	-12
CCOc1ccc(-c2[nH]ncc2Oc2ccccc2OCC)c(O)c1	i	3	i	0	i	i	i	i	12	0.2	10
Nc1nnc(SCc2ccc(F)cc2)s1	i	-5	i	-8	i	i	i	i	-22	1.0	1
COc1ccc(CCNC(=O)c2cc3c(=O)n4cccc(C)c4nc3n(Cc3ccco3)c2=N)cc1OC	i	36*	i	5	i	i	i	i	2	0.0	-3
COc1ccc(NC(=O)Cc2c(Sc3ccccc3)c3ccccc3n2C)cc1	i	-1	i	-1	i	i	i	i	-19	-0.9	2
Cc1ccc(S(=O)(=O)CC(=O)Nc2ccccn2)cc1	i	-5	i	1	i	i	i	i	13	-1.0	-12
CCn1c(CSc2nnc(-c3ccncc3)n2CCOC)nc2cc(C(=O)O)ccc21	i	5	i	-5	i	i	i	i	5	-0.4	-31
CN=C1c2c(-c3ccccc3)c3cc(OC)ccc3n2CCN1C	i	1	i	6	i	i	i	i	6	0.2	-2
